Screening results: PubChem, National Center for Advancing Translational Sciences (NCATS)
HTT ATP protect = cytoprotection in Huntington HTT-Q103 PC12 cell model; PC12 HTT-Q103 induced, cytoprotection, ATP luminescence, 40 h; Potency, µM (series often up to 56.4 µM), for inactives: cytoprotection (ATP increase), hits mostly activators; actives 0.14% (n = 230,000);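 note: potency is the fitted concentration of half-maximal effect; % of control where 0% means no effect; nearly all actives have a fitted effect of over 45% in size; toxic huntingtin expression switched on by the ecdysone agonist tebufenozide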
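Rat PC12, Q103 Htt exon1-GFP fusion, ecdysone promoter; tebufenozide inducer 100 nM final; compound titration; qHTS, 1500 cells/well; ATPlite luminescent read.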
CBFb-RUNX1 inh = inhibitors of human CBF-beta and RUNX1 interaction. Q01196+Q13951. AlphaScreen CBFb-His/RUNX1-biotin binding, biochemical. Potency, µM (titrated, usually from 59.8 µM), for inactives: at the top dose activity, negative = inhibition, most hits filed as inhibitors. 230,000 tested, under 10 active. AID 1477; note: % of control where 0% means no effect
Target sequence (Q01196 whole entry, looked up): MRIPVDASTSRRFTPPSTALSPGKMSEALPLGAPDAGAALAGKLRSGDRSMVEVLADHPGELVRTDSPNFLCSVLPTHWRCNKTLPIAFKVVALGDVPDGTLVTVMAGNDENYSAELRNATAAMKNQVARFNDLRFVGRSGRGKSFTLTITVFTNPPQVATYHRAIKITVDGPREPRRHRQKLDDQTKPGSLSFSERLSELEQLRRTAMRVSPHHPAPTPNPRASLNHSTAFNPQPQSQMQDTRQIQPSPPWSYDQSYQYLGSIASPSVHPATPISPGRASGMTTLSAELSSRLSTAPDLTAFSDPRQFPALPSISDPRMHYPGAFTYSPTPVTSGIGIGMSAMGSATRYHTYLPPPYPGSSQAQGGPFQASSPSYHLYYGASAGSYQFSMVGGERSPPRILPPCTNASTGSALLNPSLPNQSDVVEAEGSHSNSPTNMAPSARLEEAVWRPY
Target sequence (Q13951 whole entry, looked up): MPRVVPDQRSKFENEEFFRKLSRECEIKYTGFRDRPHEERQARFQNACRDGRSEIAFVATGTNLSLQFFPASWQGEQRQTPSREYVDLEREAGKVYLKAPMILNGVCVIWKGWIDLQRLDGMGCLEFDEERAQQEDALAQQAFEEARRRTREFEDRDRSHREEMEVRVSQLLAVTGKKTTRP
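His-tagged CBF-beta and biotinylated RUNX1 (30 nM each) were premixed 20 min at room temperature, exposed to compound for 15 min, then given nickel-chelate and streptavidin AlphaScreen beads (50 ng each). After 90 min, AlphaScreen signal was read.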
GAA inhib = alpha-glucosidase (human) inhibition. P10253. purified human GAA, 4-MU-alpha-glucoside fluorescence. Potency, µM (titrated, usually from 76.9 µM), for the others: top-dose activity change, negative = inhibition, usual class: inhibitors. actives 0.005% (n = 200,000);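 note: potency is the fitted concentration of half-maximal effect; plate controls were uninhibited enzyme wells for no effect and no-enzyme background for full effect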
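Fluorescence at Ex 365/Em 440 nm from 4-methylumbelliferone reported enzyme activity after 20 min at room temperature. Reactions used 4 nM enzyme and 400 uM substrate at pH 5.0; curves fitted with the Hill equation.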
HTT aggregate = reduces HttQ103-GFP aggregates in PC12 cells; actives 1.1% (n = 220,000); PC12 HttQ103-GFP aggregates, Acumen cytometry, 40 h; Potency, µM (highest dose often 46.1 µM), inactives show top-dose activity change, negative = inhibition, actives largely listed as inhibitors; note: potency is the fitted concentration of half-maximal effect; % is set by controls: 0 for no effect and ±100 for the full control effect; nearly all actives have a fitted effect of over 60% in size
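Quantitative HTS on tebufenozide-induced (100 nM) PC12 cells stably expressing polyQ103 Huntingtin exon 1–GFP. Reduction of bright GFP aggregates, detected by laser scanning cytometry after lysis, identified actives across the titration.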
LMNA splice mod = modulators of lamin A splicing; Potency, µM (titrated, usually from 46.1 µM), inactives show at the highest dose ratio change, negative = inhibition, usual class: inhibitors; HeLa LMNA splicing GFP/RFP minigene ratio, 48 h; AID 1487; actives 0.01% (n = 200,000); active = well fitted inhibition curve with a large enough effect in the signal ratio, with a control signal flat, not every such curve was filed as active; inconclusive = small, poorly fitted or top-dose-only effect, or effect the other way, or a change in a side signal; the % refers to the signal ratio; note: potency is the fitted concentration of half-maximal effect; % is set by controls: 0 for no effect and ±100 for the full control effect
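S3 HeLa cells stably expressing lamin A-EGFP splicing minigene plus DsRed2, 600 cells/well, 48 h compound exposure at 37C. Laser-scanning cytometry; analysed as GFP (500-530 nm)/RFP (575-640 nm) total intensity ratio; 0.5% DMSO vehicle.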
aGlu spleen mod = inhibits or activates alpha-glucosidase in human spleen homogenate | P10253 | human spleen homogenate, 4-MU-alpha-glucoside fluorescence | Potency, µM (titrated, usually from 79.9 µM), for the others: at the top dose activity change, negative = inhibition, most hits filed as inhibitors | actives 0.006% (n = 240,000);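 note: potency is the fitted concentration of half-maximal effect; 0% = enzyme with vehicle and -100% = no enzyme basal signal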
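Enzyme source: human spleen homogenate, 1 ug/well. Buffer 50 mM citric acid/K phosphate pH 5.0, 0.01% Tween-20. 4-MU-alpha-glucoside 1 mM; 37 C x 40 min; NaOH/glycine stop; fluorescence.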
GAA glycogen mod = inhibitors or activators of human alpha-glucosidase glycogen cleavage. recombinant GAA, glycogen substrate, Amplex Red glucose oxidase fluorescence. Potency, µM (doses to about 76.4 µM), for inactives: at the highest dose activity change, negative = inhibition, most hits filed as inhibitors. actives 0.38% (n = 300,000). AID 2100;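 note: potency is the fitted concentration of half-maximal effect; 0% = full enzyme reaction and -100% = no-enzyme basal signal; the screen sought inhibitors and activators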
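qHTS, 1536-well; enzyme 4 nM final; cpd up to 77 uM; substrate bovine liver glycogen 30 ug; 50 mM citrate/phosphate pH 5.0, 0.01% Tween-20; 37 C, 40 min; Amplex Red detection 45 min RT; Hill fit → AC50.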
An asterisk follows results filed as active; ? = inconclusive; . = no result given; & = joins results of further samples; [ ] = dose if it differs, or a comment. Unless noted, calls come from the whole dose curve; as a rule, active = well fitted curve in the direction sought with a large enough effect; inconclusive = small, poorly fitted or top-dose-only effect, or another doubt; inactive = no such curve, though single readings can be large; an effect the other way counts as inactive or inconclusive.

SMILES	HTT ATP protect	CBFb-RUNX1 inh	GAA inhib	HTT aggregate	LMNA splice mod	aGlu spleen mod	GAA glycogen mod
Cc1ccc(C)n1-c1ccc(N2CCOCC2)cc1	6%	-29%	-7%	?	0%	11%	.
CSc1scc2c1-c1nc(SCC(=O)C(C)(C)C)ncc1CC2	19%[10 µM]	?	7%	15%[9.22 µM]	?	3%	-7%
Cn1cnc([N+](=O)[O-])c1Nc1ccccc1O	5%[1.9 µM]	-6%	-13%	-6%	2%	-25%	7.9µM*
COc1ccc(C(CC(=O)N2CCOCC2)c2c(OC)cc(OC)c3c(-c4ccccc4)cc(=O)oc23)cc1 (stereo not drawn)	0%[10 µM]	-5%&9%	.	-14%[9.22 µM]	.	-4%&-3%	1%
COc1ccc(/C=C/C(=O)OCC(=O)Nc2ccc(N3CCOCC3)cc2)cc1OC	11%[10 µM]	5%	6%	25%[9.22 µM]	.	-1%	-3%
COc1ccc2[nH]c(C)c(CN3CCCCC3)c(=O)c2c1	22%	0%	4%	4%	-4%	-7%	-5%
O=C1OCC2=C1C(c1ccc(F)cc1)c1cc3c(cc1N2)OCCO3 (stereo not drawn)	-120%[inhibitor]	14%	?	?	?	.	?
COc1ccc(C(C)(C)C)cc1S(=O)(=O)N1CCC(C(N)=O)CC1	9%[10 µM]	16%	0%	12%	0%	6%	6%
CCc1ccc(-n2c(CSc3nnnn3-c3ccccc3)nc3ccccc3c2=O)cc1	-20%	2%	0%	1%	20%	-7%	1%
Cc1cc(C)c(C#N)c(SCc2ccc([N+](=O)[O-])cc2)n1	-15%[10 µM]	8%	?	-2%[9.22 µM]	.	-4%	8%
CC(C)NC(=O)c1ccc2c3n(nc2c1)-c1ccc(Cl)cc1CO3	-39%[10 µM]	11%	.	7%[9.22 µM]	.	4%	8%
O=c1[nH]c2cc([N+](=O)[O-])c([N+](=O)[O-])cc2[nH]c1=O	8%	11%	-11%	-11%[9.22 µM]	?	-6%&-6%&-10%&-8%	-6%
COc1cc(S(=O)(=O)N2CCCCC2)ccc1NC=O	6%	2%	-8%	0%	13%	-5%	-1%
COCCn1c(-c2ccc(F)cc2)nc2oc3cc(OC)ccc3c(=O)c2c1=O	7%[10 µM]	-2%	.	-18%[9.22 µM]	.	0%	9%
COc1ccc(NC(=S)NCCCN2CCN(C3CCCCC3)CC2)cc1	16%[10 µM]	-10%	6%	2%	-6%	-1%	-2%
Cc1nc2nc[nH]n2c(=O)c1C/C=C/c1ccccc1	2%	15%	-7%	6%	.	2%	-6%
CC(CCc1ccc(O)cc1)NC1C2CC3CC(C2)CC1C3 (stereo not drawn)	-5%[10 µM]	2%	2%	8%	-10%	-16%	-3%
Cc1ccc(S(=O)(=O)N2CCN(C(=O)CSc3nnnn3C)CC2)c(C)c1	-17%[10 µM]	-3%	-10%	-12%	.	-20%	-9%
CCCNC(=O)CN1C(=O)NC2(CCCc3cc(OC)ccc32)C1=O (stereo not drawn)	-4%	3%	3%	-3%	3%	0%	0%
O=S(=O)(NCC(Nc1ccc(Cl)cc1)c1ccccc1)c1ccc(Cl)cc1 (stereo not drawn)	-5%[10 µM]	15%	-6%	-9%	?	-1%	6%
CN(C)c1ccc(-c2cncnc2NCc2cccnc2)cc1	0%	.	.	.	9%	2%	.
c1ccc2c(c1)ncn2Cc1nnc2sc(-c3ccc4c(c3)OCO4)nn12	-34%	-1%	-1%	19%	-15%	5%	-5%
CC(=O)NNC(=O)c1csc(Cc2c(Cl)sc3ccc(Cl)cc23)n1	7%[10 µM]	-17%	.	-18%[9.22 µM]	.	0%	-3%
c1ccc(Cc2nc3ccccc3n2Cc2ccccc2)cc1	8%[10 µM]	11%	-1%	3%	?	-4%	-12%
COC(=O)c1ccccc1C(=O)c1ccc2c(c1)NC(=O)CO2	-8%	2%	3%	8%	.	7%	6%
(further entries)
SMILES	HTT ATP protect	CBFb-RUNX1 inh	GAA inhib	HTT aggregate	LMNA splice mod	aGlu spleen mod	GAA glycogen mod
O=C(NCC1CCCO1)C(C(=O)c1ccc(F)cc1)n1ccccc1=O (stereo not drawn)	16%	-5%	0%	11%	7%	-8%	-14%
C1CCc2nnc(C3CC3)n2CC1	-7%	9%	7%	10%	-6%[46 µM]	2%	-7%
O=C(COC(=O)COc1ccccc1)Nc1cccc([N+](=O)[O-])c1	-19%	7%	-14%	7%	.	1%	-2%
CCOC(=O)CC(NC(C)=O)c1ccc([N+](=O)[O-])cc1 (stereo not drawn)	.	0%	-3%	-4%	2%	-15%	0%
O=C(NCc1cccnc1)c1cnn2ccccc12	5%	1%	-2%[15.4 µM]	-20%	-7%	5%	-5%
CCn1cc(C(=O)N2CCn3c(nc4ccccc43)C2)c(=O)c2ccc(C)nc21	-26%	0%	-17%	-2%	2%	5%	-3%
COC(=O)c1ccc(Cn2c(CN3CCOCC3)nc3ccccc3c2=O)o1	-4%	-4%	3%	11%	-3%	-3%	9%
CCCCCC(O)c1cccc(OCc2ccc3ccccc3n2)c1 (stereo not drawn)	?	28%&16%&0%&15%	3%[15.4 µM]	-24%	?	-3%&1%&5%&-13%	-11%
COc1ccccc1CCNC(=O)CCSc1nc(-c2ccco2)cc(C(F)(F)F)n1	-6%[10 µM]	20%	0%	-6%	-10%	-9%	6%
COc1ccc(OCCSc2nnnn2C2CCCCC2)cc1	10%[10 µM]	12%	-5%	-5%	-8%	-4%	-1%
Cc1ccc(C)c2[nH]c(=O)c(CN(CC3CCCO3)C(=O)NC3CCCCC3)cc12 (stereo not drawn)	-9%	-5%	3%	-15%	1%	-11%	-2%
CC(C)(C)NC(=O)CN(Cc1cccs1)C(=O)CNS(=O)(=O)c1ccccc1	-3%	-1%	-8%	-17%	4%	-2%	-7%
Cc1ccc(-c2nc3ncccn3c2Nc2ccccc2C)o1	-47%[inhibitor]	1%	-6%	9%	?	-4%	?
O=C(CCOc1ccccc1)Nc1ccccc1	0%	7%	2%	-2%	23%	2%	15%
COc1cc(C(=O)Nc2ccc(S(=O)(=O)N3CCOCC3)cc2)c([N+](=O)[O-])cc1OC	0%[10 µM]	-1%	.	-6%[9.22 µM]	.	-5%	-17%
CCOC(=O)/C(N=Nc1ccc(C(=O)O)cc1[N+](=O)[O-])=C(\C)O	-20%	-19%	4%	-14%	-2%[46 µM]	-30%	3%
CSc1cccc(NC(=S)N(Cc2ccc(C)cc2)Cc2ccccn2)c1	-9%	-7%	?	-12%	.	0%	-12%
O=C(Nc1ccc(N2CCCC2)cc1)C(Cl)c1ccccc1 (stereo not drawn)	-15%	-22%	0%	6%	2%	6%	?
CCn1nnnc1NC(=O)c1ccc2ccccc2c1	19%[10 µM]	8%	4%	-13%[9.22 µM]	2%[46 µM]	7%	21%
NS(=O)(=O)c1ccc(Nc2nc3ccccc3nc2NS(=O)(=O)c2cccc([N+](=O)[O-])c2)cc1	-35%[inhibitor]	-25%	-5%	15%	.	5%	-5%
Cc1ccccc1-c1noc(CCC(=O)NCc2ccco2)n1	-7%[10 µM]	6%	.	-14%[9.22 µM]	.	1%	-6%
COc1ccc(Cc2nnc(SCC(=O)c3ccc(OC)cc3)o2)cc1	4%[0.074 µM]	11%	-13%	?	?	4%	-2%
COc1ccccc1-c1ccc2ncnc(NCCN3CCOCC3)c2c1	8%	.	.	.	-4%	5%	.
Fc1ccc(CCNC(=S)Nc2ccc(F)cc2)cc1	32%[10 µM]	-3%	0%	-10%	-12%	-4%	-6%
CCOC(=O)c1c(CN2CCOCC2)n(-c2ccccc2)c2cc(Br)c(O)cc12	10%[10 µM]	-11%	-2%	?	?	-2%	?

Laid out differently: 2 of the compounds above
> CC(CCc1ccc(O)cc1)NC1C2CC3CC(C2)CC1C3 (stereo not drawn)
  HTT ATP protect: -5%[10 µM]; CBFb-RUNX1 inh: 2%; GAA inhib: 2%; HTT aggregate: 8%; LMNA splice mod: -10%; aGlu spleen mod: -16%; GAA glycogen mod: -3%
> Cc1ccc(S(=O)(=O)N2CCN(C(=O)CSc3nnnn3C)CC2)c(C)c1
  HTT ATP protect: -17%[10 µM]; CBFb-RUNX1 inh: -3%; GAA inhib: -10%; HTT aggregate: -12%; LMNA splice mod: .; aGlu spleen mod: -20%; GAA glycogen mod: -9%

Further records follow.
SMILES	HTT ATP protect	CBFb-RUNX1 inh	GAA inhib	HTT aggregate	LMNA splice mod	aGlu spleen mod	GAA glycogen mod
c1cncc(C(c2nnnn2C2CCCC2)N2CCCC2)c1 (stereo not drawn)	-25%	1%	-1%	9%	-2%	0%	8%
CC(C)Cc1nc(N2CCOCC2)c(C#N)c2c1CCC2	-39%[inhibitor]	11%	2%	?	?	0%	-19%
Cc1ccc(Cn2ncc3c(N4CCN(c5ccccc5C)CC4)ncnc32)cc1	18%[0.074 µM]	16%	-5%	?	?	-13%	-4%
Cc1n[nH]c(C)c1N=Nc1ccc(Br)cc1	-4%	0%	-11%	7%	.	-2%	-1%
O=C(CCCCCn1c(=S)[nH]c2ccc(N3CCOCC3)cc2c1=O)NCc1ccc(Cl)cc1	7%[10 µM]	17%	6%	14%[9.22 µM]	-5%[46 µM]	-3%	22%
COc1ccc(NC(=O)COC(=O)c2ccc(S(=O)(=O)N(C)c3ccccc3OC)cc2)cc1OC	29%	-16%	-4%	1%	4%[46 µM]	3%	-3%
Cc1ccc2[nH]c(=O)c3cc(C(=O)N4CCN(C(=O)c5ccco5)CC4)sc3c2c1	-21%	-1%	5%	?	2%	1%	-3%
Cc1c(C(=O)Nc2ccncc2)sc2nc(-c3ccc(F)cc3)cn12	-2%	9%	-3%	-21%	5%	-2%	1%
Cc1ccc(C(=O)COC(=O)CNC(=O)c2ccc(Br)o2)cc1[N+](=O)[O-]	7%[10 µM]	-1%	.	14%[9.22 µM]	.	3%	6%
CN(Cc1ccccc1F)c1ccc(S(=O)(=O)N2CCCC2)cn1	10%[10 µM]	5%	2%	28%	.	5%	4%
N#C[C@H](Cc1ccc(O)cc1)c1ccc(O)cc1	8%	-5%[21.7 µM]	.	.	.	-2%	.
Cc1ccc(-c2cc(C(=O)NC3=NCCS3)c3ccccc3n2)cc1C	-24%[10 µM]	2%	-7%	-31%	-8%	-4%	-1%

As entered above:
COc1ccccc1-c1ccc2ncnc(NCCN3CCOCC3)c2c1 in HTT ATP protect is listed with 8%
CC(C)Cc1nc(N2CCOCC2)c(C#N)c2c1CCC2 in GAA glycogen mod is listed with -19%
CCc1ccc(-n2c(CSc3nnnn3-c3ccccc3)nc3ccccc3c2=O)cc1 in LMNA splice mod is listed with 20%
